Screens: PubChem BioAssay, several laboratories
Shn3 inh set2 = reduces Shn3 3'UTR luciferase signal in osteoblasts; inhibition, % at 12.5 µM; Clone20 osteoblast Shn3 3'UTR firefly luciferase, 24 h; AID 588674; 0.52% of 360,000 active;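 active = mean inhibition of at least 75% with every replicate also reaching 75%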;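 also: 0% = median of neutral control wells and 100% = pilot-screen positive control compound; some compounds past the cut are filed as inactive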
CF NFkB block = inhibitors of cystic fibrosis induced NF-kB | 0.86% of 360,000 active | inhibition, % at 5 µM | KKLEB NF-kB-GFP reporter, PAF-induced, GFP fluorescence overnight;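 active = at least 50% inhibition at 5 µM, scaled per plate between neutral and stimulator controls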;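 also: PAF is a Pseudomonas aeruginosa culture filtrate used as stimulus; plate controls were PAF-stimulated DMSO wells for no effect and unstimulated DMSO wells for full effect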
HIF-2a block = blocks HIF-2a reporter activity; AID 624352; 0.72% of 360,000 active; inhibition, % at 18.8 µM; 786-0 RCC cells HIF-2a reporter, luciferase luminescence, overnight;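 active = inhibition of the luminescence signal of 40% or more relative to plate controls, in a single-dose primary screen at 18.75 µM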
NR2E3 ag-1 = activates human NR2E3 receptor. inhibition of corepressor binding, % at 3.98 µM. CHO-S Gal4-NCOR/VP16-NR2E3 two-hybrid, luciferase. 0.35% of 360,000 active. AID 602229;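 active = inhibition above the mean of all tested compounds plus 3 SD, cut at about 70% in these data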;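 also: 0% = DMSO with NR2E3 transfected cells and 100% = cells lacking NR2E3 construct; higher means lower luciferase signal from less NR2E3 corepressor binding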
Target sequence (Q9Y5X4 whole entry, looked up, the tested form may be a part): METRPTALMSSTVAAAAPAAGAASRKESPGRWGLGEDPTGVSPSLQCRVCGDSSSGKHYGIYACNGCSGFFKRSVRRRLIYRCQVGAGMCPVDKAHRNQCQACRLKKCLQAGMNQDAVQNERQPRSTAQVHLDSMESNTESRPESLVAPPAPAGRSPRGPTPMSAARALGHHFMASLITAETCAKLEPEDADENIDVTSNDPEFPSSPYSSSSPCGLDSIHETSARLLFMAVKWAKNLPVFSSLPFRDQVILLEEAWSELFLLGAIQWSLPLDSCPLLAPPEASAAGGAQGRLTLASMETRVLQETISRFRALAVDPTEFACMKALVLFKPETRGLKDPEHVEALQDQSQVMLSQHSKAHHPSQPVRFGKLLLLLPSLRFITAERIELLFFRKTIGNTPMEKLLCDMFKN
TRAIL sens C8 = caspase-8 TRAIL sensitization; NB7+C8 cells + TRAIL, ATPlite viability luminescence; inhibition (viability loss, TRAIL sensitization), % at 10 µM; 1% of 360,000 active; AID 624354;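 active = compounds causing at least 50% loss of cell viability in the single-dose screen, relative to plate controls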
TROY NFkB inh = blocks TROY-dependent signaling in reporter cells. Q293 LMP1-TROYcd NF-kB luciferase reporter, 4 h. inhibition, % at 10 µM. 0.98% of 360,000 active;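 active = compounds whose plate-normalised and pattern-corrected inhibition of the luciferase reporter signal at the single screening dose is 50% or more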
NR2E3 ag-2 = NR2E3 (human) agonism | GST-NR2E3/biotin-RetCOR TR-FRET, 1536-well | 0.12% of 320,000 active | AID 2300 | inhibition of corepressor binding, % at 4.78 µM | Q9Y5X4;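 active = percent inhibition above the cutoff of mean plus 3 SD of all tested compounds, set per screening campaign, cut at about 20% in these data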;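 also: 0% = DMSO wells and 100% = biotin wells as full block of FRET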
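system = GST-tagged NR2E3 plus biotinylated RetCOR corepressor | input = 1.35 nM GST-NR2E3 | also added = 7 nM biotin-RetCOR | schedule = 5 h incubation at 4 °C | measured by = TR-FRET with europium anti-GST and streptavidin-D2, 340 nm excitation | read-out = percent loss of FRET ratio relative to control wells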
Peg3 prom inh = inhibitors of Peg3 promoter; HeLa PEG-Prom luciferase reporter, luminescence, overnight; 1.7% of 360,000 active; inhibition, % at 20 µM;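 active = inhibition of at least 50% at 20 µM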
MITF TRPM1 inh = inhibitors of MITF-driven TRPM1 promoter in melanoma cells. SK-MEL-5 TRPM1 promoter luciferase, 24 h. inhibition, % at 12.5 µM. 0.83% of 330,000 active;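 active = mean inhibition across replicates of 60% or more, whatever share of single replicates reaches that level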; also: values of inactives mirror those of a sister screen read the other way
TWEAK Fn14 block = TWEAK-Fn14 signaling inhibition; TWEAK-stimulated Fn14 reporter cells, luciferase luminescence, 8 h; inhibition, % at 10 µM; 2% of 360,000 active; in the data active = inhibition above about 50%
KKLEB cytotox = reduces viability of KKLEB cystic fibrosis airway cells; 0.36% of 360,000 active; KKLEB CF airway cells viability, ATPlite luminescence, overnight; hits give low values; cells stimulated with P. aeruginosa culture filtrate; AID 602141; activity change (cytotoxicity), % at 5 µM;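 active = corrected activity change at or below -50% at 5 µM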
* = called active by the depositor; · = no result given. These rows are one share of the data. The share of hits here may be higher or lower than overall.

Every second line gives: Shn3 inh set2	TWEAK Fn14 block	MITF TRPM1 inh	TROY NFkB inh	HIF-2a block	NR2E3 ag-2	KKLEB cytotox	CF NFkB block	TRAIL sens C8	NR2E3 ag-1	Peg3 prom inh
CCc1ccccc1OCC(=O)NC1CCCC1
  23.9	-4.4	-21.8	3.8	-2.1	·	-11.6	7.7	-12.7	-4.6	-2.5
Cc1ccc(C(=O)Nc2ccc(O)c(C(=O)O)c2)o1
  3.3	0.0	8.0	-26.3	-3.0	0.8	5.8	0.5	-0.8	-32.3	6.7
CNC(=O)c1cc(S(=O)(=O)Nc2ccc3c(c2)OCCO3)ccc1C
  -4.7	9.3	16.7	2.9	17.4	-1.7	-5.6	-7.1	26.9	-20.6	8.7
COc1ccc(NC(=O)C2(C)CCN2CCOc2ccccc2)cc1OC (stereo not drawn)
  -1.5	-7.8	·	0.4	4.5	·	-5.3	18.4	-18.2	26.1	1.5
COc1ccc(NS(=O)(=O)c2cc(C(=O)N3CCC3)ccc2C)cc1
  2.9	-2.0	-9.9	-12.7	-3.7	1.5	7.1	8.9	-10.9	-15.6	0.4
Nc1c(C(=O)c2ccc(Cl)cc2)sc2c1c(=O)[nH]c(=O)n2-c1ccccc1
  -34.7	-20.6	-10.8	-10.4	19.2	2.4	-10.7	18.9	-15.0	9.7	3.2
O=C(NCC1CCCO1)c1sc2ccccc2c1Cl (stereo not drawn)
  -190.3	13.7	-56.3	-90.9	-202.6	2.7	8.4	2.6	21.7	-91.0	-312.8
CCc1nc2ccccc2c(C(=O)OC2CCOC2=O)c1C (stereo not drawn)
  5.4	5.4	-2.1	-4.8	10.2	-1.6	-3.3	-0.5	-3.9	-7.1	3.9
CCC1CCC2(CC1)NC(=O)N(CC(=O)N1CCc3ccccc31)C2=O (stereo not drawn)
  0.3	-25.5	9.4	-9.0	17.8	·	7.3	-44.0	9.2	12.0	-0.9
CCCn1c(=O)c2ccccc2n2c(SC(C)C(N)=O)nnc12 (stereo not drawn)
  3.7	3.9	0.0	-2.8	5.8	5.2	11.1	-0.3	3.5	-34.7	7.5
Clc1ccc(SCc2cn3cccnc3n2)cc1
  -21.5	-12.0	-47.5	-19.6	-150.9	2.0	-6.3	15.2	5.9	-71.7	-145.6
O=C(O)C1Cc2ccccc2CN1S(=O)(=O)c1ccc2ccccc2c1 (stereo not drawn)
  -4.3	3.1	4.3	9.1	11.2	-0.6	-3.7	5.1	-8.6	-3.1	6.4
CCOc1ccc(NC(=O)C2CCN(C(=O)N3CCOc4ccccc43)CC2)cc1
  -5.8	1.0	·	1.3	8.1	0.1	21.0	-28.1	14.3	-12.0	11.8
O=S(=O)(NCC1CCCO1)c1ccc(S(=O)(=O)N2CCc3ccccc3C2)cc1 (stereo not drawn)
  -7.7	-8.9	1.6	0.7	-18.3	2.1	-6.4	-0.5	2.0	-20.5	-13.9
O=C(NCCCNC(=O)c1ccc(-c2cccc(Cl)c2)o1)c1cnccn1
  4.4	-7.7	-2.0	1.8	-7.0	2.1	-2.8	1.0	-13.4	-13.6	-16.5
c1ccc(Nc2nc(-c3ccccc3)ns2)cc1
  -99.4	14.7	-86.3	-58.5	-240.6	-0.1	5.6	-8.8	4.1	-126.3	-396.7
COc1cccc(CN2CCN(C(=O)c3cc(-c4ccccn4)nc4ccc(Cl)cc34)CC2)c1
  7.4	5.0	16.9	7.0	3.3	-3.0	6.9	2.5	7.2	-7.6	43.0
CCN(CC)S(=O)(=O)c1ccc(Nc2nc3ccccc3n3nnnc23)cc1
  -15.9	26.0	-78.1	8.3	-229.3	2.0	-2.5	-25.5	28.4	-83.1	-101.1
Cc1ccc(NC(=O)n2ncc3c(C)cccc32)cc1F
  -124.4	-7.9	-20.5	-43.6	-198.7	-2.1	3.3	-5.9	6.2	-103.0	-322.8
COc1ccc(C2C(C(=O)OCC(=O)N3CCCCC3)CCC(=O)N2c2ccc(OC)cc2)cc1 (stereo not drawn)
  -4.5	-3.1	9.1	-6.0	2.2	-1.8	7.4	-13.0	-1.3	-22.3	8.6
Cc1cccc(C(=O)OCC(=O)NNC(=O)c2cccs2)c1O
  -16.9	8.3	7.3	-6.9	8.9	2.7	-4.4	22.1	-7.8	-10.1	6.0
CCOc1ccc(NC(=O)CSc2nnc(Cc3csc(C)n3)o2)cc1
  -2.7	15.2	10.4	-2.4	1.8	2.8	1.5	8.7	-7.6	4.8	15.0
Cc1c(N=C2NC(=O)/C(=C/c3ccc(O)cc3)S2)c(=O)n(-c2ccccc2)n1C
  -0.9	2.5	-9.3	-31.7	5.5	1.7	14.8	-19.4	-8.4	2.0	0.4
Cc1cc(N2CCN(C)CC2)nc2ccc(NC(=O)CCC3CCCC3)cc12
  0.7	-17.1	57.8	3.8	-0.7	1.7	1.7	-1.4	6.3	-12.2	-2.1
Cc1c(CCO)c(=O)[nH]n1C(=O)c1c(F)cccc1F
  -0.9	-8.0	16.0	-18.9	3.7	0.4	1.8	-2.0	17.8	3.8	3.5
O=C(COC(=O)/C=C/c1ccccc1Cl)Nc1cccnc1Cl
  9.8	-16.2	6.7	-15.5	1.9	·	-5.2	15.7	3.7	6.0	3.9
COC(=O)c1ccncc1C(=O)Nc1ccc(OC)cc1
  0.1	-11.1	-0.4	-7.8	10.6	-1.1	5.1	7.2	4.8	13.2	0.4
COc1cccc(NC(=O)CSc2ncnc3c2cnn3Cc2ccccc2)c1
  7.8	22.9	-10.2	13.5	6.6	-1.5	2.7	-1.0	-30.9	-20.5	7.2
CC(C)n1c(=O)nc(-c2ccccc2)c2cc3c(cc21)OCO3
  -11.3	3.3	·	11.8	5.0	·	3.9	16.1	-6.5	2.5	20.4
COc1ccccc1NS(=O)(=O)c1ccc(Cl)c(NC(=O)CN2C(=O)c3ccccc3C2=O)c1
  -10.3	-10.6	0.9	6.1	19.5	-1.2	1.2	2.0	4.6	17.6	9.2

Arranged by formula weight (descending): some entries from above
Every second line gives: Shn3 inh set2	TWEAK Fn14 block	MITF TRPM1 inh	TROY NFkB inh	HIF-2a block	NR2E3 ag-2	KKLEB cytotox	CF NFkB block	TRAIL sens C8	NR2E3 ag-1	Peg3 prom inh
COc1ccccc1NS(=O)(=O)c1ccc(Cl)c(NC(=O)CN2C(=O)c3ccccc3C2=O)c1
  -10.3	-10.6	0.9	6.1	19.5	-1.2	1.2	2.0	4.6	17.6	9.2
O=C(COC(=O)/C=C/c1ccccc1Cl)Nc1cccnc1Cl
  9.8	-16.2	6.7	-15.5	1.9	·	-5.2	15.7	3.7	6.0	3.9
c1ccc(Nc2nc(-c3ccccc3)ns2)cc1
  -99.4	14.7	-86.3	-58.5	-240.6	-0.1	5.6	-8.8	4.1	-126.3	-396.7

Next records.
Every second line gives: Shn3 inh set2	TWEAK Fn14 block	MITF TRPM1 inh	TROY NFkB inh	HIF-2a block	NR2E3 ag-2	KKLEB cytotox	CF NFkB block	TRAIL sens C8	NR2E3 ag-1	Peg3 prom inh
COc1cc(/C=C/C(=O)OCC(=O)NCc2ccccc2OC)ccc1O
  4.0	-18.0	9.2	17.4	-1.3	-1.6	-5.0	7.9	13.8	26.3	12.9
O=S1(=O)CC(N2CCCCC2)CN1Cc1ccccc1 (stereo not drawn)
  12.1	-16.3	·	16.9	3.8	·	13.2	-31.6	-4.5	0.8	-6.3
COc1cc(CCC(=O)OCC(=O)Nc2c(C)cc(C)cc2C)cc(OC)c1OC
  -20.6	-7.6	-17.2	4.2	11.5	1.3	-3.9	2.6	3.2	15.2	3.7
Cc1cn([C@H]2C[C@H](O)[C@@H](CNCc3cc(Cl)ccc3OCc3ccc(Cl)cc3)O2)c(=O)[nH]c1=O
  2.2	-20.3	·	-31.4	-10.4	·	-6.9	6.2	-7.2	-8.9	-26.6
O=C(COC(=O)CNS(=O)(=O)/C=C/c1ccccc1)Nc1cc(S(=O)(=O)N2CCCCC2)ccc1Cl
  0.2	-3.7	0.5	1.1	9.3	1.0	3.5	-0.8	2.4	8.7	9.5
CN1C(C(=O)NCc2ccccc2)CC2Cn3c(nc4cc5ccccc5cc43)C21 (stereo not drawn)
  14.2	-16.8	-0.5	3.5	8.1	1.5	-1.4	-3.4	12.2	-8.8	-10.2
CCC(=O)Nc1nnc(SCC(=O)NCCc2ccc(OC)c(OC)c2)s1
  11.1	-4.2	4.2	0.2	-3.2	-7.6	-20.3	-16.8	-5.1	4.0	-2.8
CCOC(=O)C1=C(CSc2nncn2C)NC(=O)NC1c1cc(OCC)ccc1OCC (stereo not drawn)
  -25.7	-22.4	7.3	2.5	17.0	0.1	-3.1	9.0	-2.3	-10.3	6.8
CNC(=S)NNC(=O)c1sccc1C
  -4.1	-25.2	-4.2	-9.5	7.3	4.1	10.0	-19.8	-3.5	-15.3	-3.5
CCn1c(CNc2ccc(Cl)cc2)nnc1SCc1ccccc1
  5.9	5.0	14.1	7.5	20.8	-0.3	-2.0	11.5	-2.1	11.3	16.7
Oc1ccc(Br)cc1C=Nc1ccc2c3c(cccc13)CC2
  -4.8	23.6	18.0	6.1	15.2	-12.9	3.9	-3.0	14.3	-27.2	6.4
CCOC(=O)C(C(=O)OCC)N(C#N)c1nc(N(C)C)nc(N(C)C)n1
  1.1	3.7	8.3	25.6	6.6	-0.4	-9.2	11.9	-2.3	-5.5	16.5
CC(=O)c1ccc(S(=O)(=O)NCc2nnnn2-c2ccccc2)cc1
  15.8	-10.3	0.0	3.1	2.9	-2.2	11.3	-11.1	-9.3	-8.3	1.5
COc1ccccc1OCCC(=O)Nc1cccc(S(=O)(=O)N2CCCCC2)c1
  21.4	6.9	3.4	15.3	17.2	-3.0	0.1	5.1	-0.1	-4.5	14.7
COc1ccccc1OCc1cc(C(=O)NCCN2CCCC(O)C2)no1 (stereo not drawn)
  0.0	1.9	3.9	6.2	7.4	3.7	-0.7	-4.8	-4.9	-14.9	1.2
Cc1ccc(-c2nc3ccccc3c(=O)n2-c2c(C)n(C)n(-c3ccccc3)c2=O)cc1
  -17.4	8.1	-3.0	14.2	18.2	0.0	8.9	11.1	-8.8	-3.0	2.1
COCC1CCN(C(=O)C2CCC(=O)N(Cc3cccc(F)c3)C2)CC1 (stereo not drawn)
  2.4	17.9	6.7	-20.8	-0.9	0.9	2.2	3.0	5.5	-31.1	3.5
O=C(CN(Cc1ccccc1)S(=O)(=O)c1cccc(C(F)(F)F)c1)NC1CCCCC1
  10.7	15.7	1.4	-4.1	11.1	-1.5	12.3	7.3	-7.2	0.5	10.9
O=C(COC(=O)c1ccc(F)cc1Cl)NC1CCS(=O)(=O)C1 (stereo not drawn)
  -21.5	2.2	-2.0	-11.8	10.7	2.7	10.4	-12.5	13.0	-13.8	-3.1
O=C(C1CCCN(S(=O)(=O)c2cccc3nsnc23)C1)N1CCCCCC1 (stereo not drawn)
  4.8	-0.2	5.3	20.9	11.3	0.7	-15.2	12.5	-6.1	-7.0	-3.9
CCOC(=O)c1sc(-c2ccccc2)cc1NC(=O)Nc1ccccc1
  -5.2	29.9	-7.5	-11.2	-73.9	1.3	0.0	11.9	-5.8	0.1	-18.2
CCN1CCN(c2ccc(S(=O)(=O)N3CCOCC3)cc2NC(=O)c2ccc(OCC(C)C)cc2)CC1
  14.5	8.0	·	1.8	14.1	·	-9.6	31.8	-19.9	-11.3	20.0
